UBC9 SUMO inh: inhibitors of human SUMOylation (UBC9) | P63279 | HTRF SUMOylation assay, SAE1/SAE2 + UBC9, in vitro | inhibition, % at 35 µM | 0.36% of 290,000 active; in the data active = inhibition above about 50%, passing the limit was not always enough; also: strong numbers were not always called active
Target sequence (P63279 whole entry, looked up): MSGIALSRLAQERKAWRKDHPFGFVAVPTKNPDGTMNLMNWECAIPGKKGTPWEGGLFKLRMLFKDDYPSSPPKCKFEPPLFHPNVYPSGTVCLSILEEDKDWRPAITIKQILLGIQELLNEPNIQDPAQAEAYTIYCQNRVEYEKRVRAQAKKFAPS
IDE act: boosts human insulin-degrading enzyme activity in HEK cells. P14735. FAbeta-B cleavage, fluorescence polarization; 0% vehicle, 100% cell-free pure enzyme wells. activation, % at 5.96 µM. 0.073% of 340,000 active. AID 493087;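 active = activation above the mean of all tested compounds plus 3 SD, set per screening campaign, cut at about 17% in these data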
MEKK3 PB1 HTS: modulators (inhibitors or enhancers) of MEK5 binding to human MEKK3 PB1 domain; 1.4% of 290,000 active; binding response (% of control), % at 10 µM; Q99759; AID 1529; bead-based flow cytometry, Alexa488-MEK5 binding to MEKK3; actives lie on both sides; 0 = blocked by unlabeled MEK5, 100 = vehicle;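 active = binding response more than 3 SD above or below the average of its plate-row segment, actives on both sides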;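 also: Alexa488 bead fluorescence after subtracting the streptavidin-only scavenger bead signal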
Target sequence (Q99759 whole entry, looked up, the tested form may be a part): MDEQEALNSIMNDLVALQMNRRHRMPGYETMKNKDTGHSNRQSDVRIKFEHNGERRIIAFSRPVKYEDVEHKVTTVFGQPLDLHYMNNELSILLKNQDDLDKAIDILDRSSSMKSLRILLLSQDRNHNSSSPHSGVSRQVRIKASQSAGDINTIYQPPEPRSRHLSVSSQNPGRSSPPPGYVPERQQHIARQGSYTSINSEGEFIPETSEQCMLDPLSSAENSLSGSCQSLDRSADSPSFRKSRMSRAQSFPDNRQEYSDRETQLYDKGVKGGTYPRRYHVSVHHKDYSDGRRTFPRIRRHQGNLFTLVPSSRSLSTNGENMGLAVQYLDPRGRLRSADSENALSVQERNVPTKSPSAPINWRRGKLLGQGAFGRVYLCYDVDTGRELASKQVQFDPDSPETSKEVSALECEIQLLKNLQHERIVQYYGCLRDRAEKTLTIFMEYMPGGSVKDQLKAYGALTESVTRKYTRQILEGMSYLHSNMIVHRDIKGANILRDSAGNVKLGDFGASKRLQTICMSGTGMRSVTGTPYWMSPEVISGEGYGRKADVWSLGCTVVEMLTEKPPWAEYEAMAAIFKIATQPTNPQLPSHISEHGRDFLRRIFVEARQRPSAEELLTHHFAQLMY
VIM-2 inh: inhibitors of Pseudomonas aeruginosa VIM-2 metallo-beta-lactamase | 0.89% of 290,000 active | AID 1527 | inhibition, % at 5.6 µM | purified VIM-2, nitrocefin hydrolysis, epi-absorbance fluorescence;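 active = inhibition above the mean of all tested compounds plus 3 SD, cutoff set per screening run, cut at about 7.5% in these data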;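 also: red hydrolysis product quenches plate fluorescence so inhibitors raise well fluorescence; 0% = enzyme with DMSO and 100% = DMSO without enzyme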
IMP-1 inhibitor: blocks Pseudomonas aeruginosa IMP-1 metallo-beta-lactamase; purified IMP-1, nitrocefin hydrolysis, epi-absorbance fluorescence; inhibition, % at 5.6 µM; 0.45% of 290,000 active; AID 1556;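 active = inhibition above the mean plus 3 SD of all compounds in the same screening run, cut at about 4.5% in these data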;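 also: 0% = IMP-1 with DMSO and 100% = DMSO wells lacking enzyme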
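System: Purified recombinant IMP-1 metallo-beta-lactamase enzyme | Measured by: Fluorescence quenching readout, ex 480/em 530 nm | Replication: Singlicate | Incubation: 15 min preincubation plus 25 min reaction at 25 °C | Evaluation: Percent inhibition from optical density relative to buffer-blank wells | Benchmarks: DMSO with and without IMP-1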
DNA FID counter: counter-screen for HCV NS3 helicase inhibitors: DNA intercalator displacement | DNA fluorescent intercalator displacement, fluorescence | inhibition, % at 7.9 µM | 0.17% of 290,000 active | AID 1845; in the data active = inhibition above about 37%;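 also: 0% = vehicle and 100% = reference compound; higher means more ethidium bromide displaced from hairpin DNA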
HCV NS3 hel inh: blocks Hepatitis C virus NS3 helicase unwinding; 0.56% of 290,000 active; AID 1800; NS3 helicase DNA unwinding, Cy5 molecular beacon fluorescence; inhibition, % at 10.9 µM;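 active = inhibition above the mean of all tested compounds plus 3 SD, set per campaign, cut at about 35% in these data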;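 also: 0% = DMSO wells and 100% = thioflavine S control wells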
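test system = hepatitis C virus NS3 helicase domain fragment enzyme | reagent = annealed dual-labelled DNA beacon duplex, ATP-started | times = 1 h at 25 °C | detection = Cy5 fluorescence, 0 and 60 min reads | read-out basis = percent inhibition from t60/t0 fluorescence ratio | control set = DMSO and thioflavine S | replication = one well per compound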
PHOSPHO1 inh: blocks human PHOSPHO1 phosphatase activity. recombinant PHOSPHO1, absorbance phosphatase assay. inhibition, % at 13.3 µM. 1.1% of 290,000 active. AID 1565; in the data active = inhibition above about 60%
Target sequence (Q8TCT1 whole entry, looked up): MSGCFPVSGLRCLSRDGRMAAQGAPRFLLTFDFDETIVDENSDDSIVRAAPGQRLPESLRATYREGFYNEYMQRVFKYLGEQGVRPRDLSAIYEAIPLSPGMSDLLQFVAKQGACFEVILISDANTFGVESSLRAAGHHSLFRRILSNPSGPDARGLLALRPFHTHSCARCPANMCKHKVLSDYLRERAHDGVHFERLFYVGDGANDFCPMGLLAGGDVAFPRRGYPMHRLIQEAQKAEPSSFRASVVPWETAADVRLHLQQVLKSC
pCIP destab: compounds decreasing mouse p/CIP protein stability | F442A p/CIP-EGFP cells, EGFP fluorescence, 16 h | decrease of EGFP signal, % at 10 µM | 0.01% of 290,000 active | AID 1984;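 active = EGFP signal decrease of at least 30% at 10 µM or well 3 SD below plate mean, unless failing retest; inactive = the rest, including hits failing retest or dose response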; also: some compounds called inactive have numbers as strong as hits; many of its hits are not listed in these tables
An asterisk follows results filed as active; nt = no result given; & = joins results of further samples.

SMILES | UBC9 SUMO inh | IDE act | MEKK3 PB1 HTS | VIM-2 inh | IMP-1 inhibitor | DNA FID counter | HCV NS3 hel inh | PHOSPHO1 inh | pCIP destab
Cn1cccc1C(=O)NC(=O)COC(=O)c1ccccc1O | 14 | 2 | 105 | -2.4 | -2.8 | -8 | -4 | -12 | -22
O=C(Nc1ccccc1)N1CCC(C(=O)N(Cc2ccco2)Cc2cccs2)CC1 | 31 | -2 | 101 | -0.9 | -2.3 | -25 | 0 | 3 | -19
Cc1nc(SCC(=O)N2CC(C)OC(C)C2)nc(C)c1C (stereo unspecified) | 22 | 3 | 102 | -0.6 | -3.9 | -12 | 8 | 54 | 27
O=S(=O)(N1CCCCCC1)N1CCNCC1 | 23 | 2 | 107 | -1.3 | -1.6 | -2 | 1 | 29 | -13
Cc1ccc2nsnc2c1S(=O)(=O)N1CCN(CCc2ccccc2)CC1 | -6 | 1 | 98 | 1.3 | -1.7 | -3 | -5 | -25 | -18
CN1CCC(NC(=O)CCc2ccccc2)CC1 | 6 | 1 | 97 | 0.2 | -0.9 | -3 | -1 | 3 | 4
Cc1cnc(C(=O)OCC(=O)NC(C)C)cn1 | 1 | -2 | 94 | -1.0 | -0.9 | 1 | 1 | 23 | 4
Cc1ccc(-n2c(C)cc(/C=N/NC(=O)c3ccncc3)c2C)cc1 | 8 | 0 | 104 | -3.8 | -1.6 | -8 | 12 | -14 | -15
Cc1cccc2cc(COC(=O)C(C)C)c(=O)[nH]c12 | 16 | 10 | 98 | 0.1 | -3.0 | -21 | 11 | 3 | -15
COC(=O)c1c(C)n(-c2ccc(OC)cc2)c2ccc(O)cc12 | -2 | 9 | 100 | -1.0 | -3.6 | -10 | -12 | 6 | 0
Cc1cc(C)n(/N=C/c2ccccc2O)c(=O)c1 | -9 | 4 | 105 | -0.4 | -1.1 | 4 | 4 | 35 | 30
COc1ccc(-c2nnn(CC(=O)N(Cc3cccs3)C(C)C(=O)NCCC(C)C)n2)cc1OC (stereo unspecified) | 3 | 3 | 97 | -0.4 | -2.4 | -20 | 1 | 3 | -31
CCOC(=O)c1cc(-c2ccccc2)nc2c1c(C)nn2-c1ccccn1 | 16 | 2 | 103 | -5.5 | -7.0 | -13 | 0 | -6 | -5
COc1cc(/C=N/Nc2nc(Nc3ccc(C)cc3)nc(-n3nc(C)cc3C)n2)cc(OC)c1OC | -2 | 4 | 102 | -5.0 | -4.3 | -18 | -51 | 7 | -13
CCOc1ccc(-c2csc3nc[nH]c(=O)c23)cc1 | 13 | 0 | 104 | 2.1 | -3.0 | -8 | -6 | 40 | -5
Clc1nc(NCc2cccnc2)nc(N2CCOCC2)n1 | -5 | 2 | 103 | -3.3 | -2.6 | 4 | 2 | 2 | -7
OC(COc1ccc(Cl)cc1Cl)Cn1ccnc1 (stereo unspecified) | 6 | 0 | 107 | -2.8 | -5.7 | -3 | 6 | 23 | 1
CCOc1ccc(C2/C(=C(\O)c3c(C)[nH]c(C(=O)OC)c3C)C(=O)C(=O)N2CCN(C)C)cc1 (stereo unspecified) | -8 | 11 | 81 | -0.7 | -2.0 | -5 | 3 | -4 | 0
COc1ccc(OC)c(NC(=O)CC(Cc2ccccc2OC)C(=O)O)c1 (stereo unspecified) | -2 | 4 | 104 | -0.7 | -1.2 | -21 | 2 | 38 | -12
COc1ccc(NC(=O)c2sc3cc(C(F)(F)F)cnc3c2-c2cccs2)cc1 | 2 | 0 | 106 | -2.0 | -1.1 | -2 | 2 | 12 | -15
Cc1c(CN2CCC(C(=O)Nc3cccc(-c4cccc(Cl)c4)c3)CC2)cnn1C | -2 | 5 | 97 | -5.3 | -1.4 | 28 | -80 | 24 | 10
O=C(NC1=NCCS1)c1ccc2c(c1)C(=O)N(Cc1ccco1)C2=O | 17 | 3 | 102 | -2.2 | -0.4 | -3 | -3 | -21 | 1
COCc1cc(C)nc(SCc2nc3ccccc3c(=O)[nH]2)c1C#N | 11 | -7 | 98 | -1.8 | -2.6 | -6 | 4 | -16 | -14
CCOC(=O)c1c(C)n(C)c2ccc(OCC(O)CN(CC)CC)cc12 (stereo unspecified) | 3 | 10 | 101 | 5.9 | -1.6 | 8 | -14 | -9 | 2
Cc1cccc(OCC(=O)NC2CCCC2)c1 | -1 | -2 | 102 | -1.2 | -0.1 | -8 | -5 | 22 | -6

Structures shown so far that contain a Cl atom (3):
SMILES | UBC9 SUMO inh | IDE act | MEKK3 PB1 HTS | VIM-2 inh | IMP-1 inhibitor | DNA FID counter | HCV NS3 hel inh | PHOSPHO1 inh | pCIP destab
Clc1nc(NCc2cccnc2)nc(N2CCOCC2)n1 | -5 | 2 | 103 | -3.3 | -2.6 | 4 | 2 | 2 | -7
OC(COc1ccc(Cl)cc1Cl)Cn1ccnc1 (stereo unspecified) | 6 | 0 | 107 | -2.8 | -5.7 | -3 | 6 | 23 | 1
Cc1c(CN2CCC(C(=O)Nc3cccc(-c4cccc(Cl)c4)c3)CC2)cnn1C | -2 | 5 | 97 | -5.3 | -1.4 | 28 | -80 | 24 | 10

Next part.
SMILES | UBC9 SUMO inh | IDE act | MEKK3 PB1 HTS | VIM-2 inh | IMP-1 inhibitor | DNA FID counter | HCV NS3 hel inh | PHOSPHO1 inh | pCIP destab
Cc1cc(O)c(C(C)C)cc1N=Cc1ccccc1O | 37 | -2 | 106 | -1.3 | -1.5 | 1 | 2 | 20 | -10
CCOC(=O)/C=C1\SCC(=O)N1CC(=O)Nc1cccc(F)c1 | 6 | -5 | 91 | 1.0 | 0.2 | -1 | -10 | -8 | -10
Cc1cc(C)cc(NC(=O)c2cc(C)nc3ccccc23)c1 | 23 | 6 | 108 | -2.8 | -5.3 | -22 | 4 | 40 | -12
COc1ccc(C(=O)N/C(=C\c2cn(C)c3ccccc23)C(=O)OCCN(C)C)cc1 | 1 | -1 | 103 | -2.8 | -1.6 | 7 | 0 | 41 | 3
O=C(Nc1ccccc1)C(=O)c1c[nH]c2ccccc12 | -3 | 3 | 107 | -2.9 | -3.2 | -1 | -2 | 44 | -13
CCOc1ccc2nc(NC(=S)NCc3ccccc3)sc2c1 | 17 | -1 | 94 | -6.5 | -3.5 | -1 | 8 | 72* | -2
Cc1cc(NC(=O)CS(=O)(=O)c2cn(Cc3ccc(F)cc3)c3ccccc23)no1 | 6 | 2 | 106 | -2.8 | -1.6 | -18 | -12 | 11 | -18
COC(=O)C1=C(N)n2c(s/c(=C\c3cccnc3)c2=O)=C(C(=O)OC)C1c1cccnc1 (stereo unspecified) | 16 | nt | 98 | -1.4 | -1.7 | 0 | 1 | -30 | -8
Clc1ccc(-n2ncc3c(NCc4ccco4)ncnc32)cc1 | -3 | -2 | 106 | -4.5 | -2.8 | -3 | 2 | -1 | 8
COc1ccc(C(=O)C[n+]2cc(-c3ccc(OC)cc3)n3c2CCCC3)cc1 | 13&10 | -3&1 | 101&59 | -2.0&-1.5 | -2.5&-1.0 | 10&9 | -56&-45 | 58&-7 | -26&-12
C=C(C)CSc1nc(N)c2c3c(sc2n1)CCC3 | 15 | 2 | 103 | -1.1 | -2.0 | -4 | -3 | 25 | -7
COc1ccc(C(C(=O)NCC2CCCO2)N(C(=O)CNC(=O)c2ccco2)c2ccc(C)c(C)c2)cc1OC (stereo unspecified) | -10 | 4 | 98 | -0.6 | -2.3 | -44 | -4 | 10 | 7
N#Cc1c(NC(=O)CSC2=NCCS2)sc2c1CCCC2 | 16 | 0 | 85 | 1.6 | 0.5 | -4 | 3 | 32 | 5
CCOc1ccc(CN2CCNC(=O)C2CC(=O)NCCCC2CCCC2)cc1 (stereo unspecified) | -3 | -7 | 102 | -4.0 | -3.9 | -37 | -19 | 19 | 0
CCN(CC)c1ncc(C)c(=O)[nH]1 | 0 | 4 | 103 | 0.8 | -0.7 | 2 | -2 | 7 | -15
O=C(CCN1C(=O)/C(=C\c2ccccc2)SC1=S)NNC(=O)c1cccnc1 | -1 | 0 | 108 | -0.9 | -0.1 | 8 | -2 | -2 | -5
COc1ccc(NC(=O)Nc2c(C)n(C)n(-c3ccccc3)c2=O)cc1 | 3 | 1 | 111 | -1.1 | -2.7 | 0 | -5 | -18 | -3
CCOC(=O)c1cc(-c2ccc(F)cc2)n(CC(=O)NCc2cccnc2)c1C | -9 | 1 | 91 | -1.0 | -2.7 | -14 | -4 | 6 | 5
CCCCCCCCCCCNC(=O)c1ccoc1C | 5 | 4 | 98 | -2.7 | -1.5 | -16 | 15 | -1 | 5
Cc1ccc(-c2ccnc3cc(C)nn23)cc1 | 15 | 3 | 100 | 2.8 | -3.5 | -7 | 1 | 33 | 4
CCOC(=O)c1[nH]c(C)c(C(=O)N(C)C)c1C | 2 | -5 | 92 | -0.8 | -1.9 | -4 | 3 | -7 | -5
CCOc1ccc(-c2ccc(NS(=O)(=O)c3ccc([N+](=O)[O-])cc3)cc2)nn1 | nt | 1 | 103 | -7.2 | -2.6 | -10 | -1 | 47 | -14
CCOC(=O)C1(CCOC)CCN(C(=O)c2ccc(CSC)o2)CC1 | 7 | 7 | 101 | -1.5 | -2.5 | -34 | 6 | 17 | -5
O=C(Nc1cccc(F)c1)N1CCN(C(=O)c2ccco2)CC1 | 6 | 4 | 97 | 0.5 | -0.5 | -7 | -1 | -28 | 18
O=C1C=C(NCC2CCCO2)C2(CCCCC2)O1 (stereo unspecified) | 1 | 0 | 99 | -2.2 | -1.7 | 1 | 3 | -18 | 1

Later entries:
SMILES | UBC9 SUMO inh | IDE act | MEKK3 PB1 HTS | VIM-2 inh | IMP-1 inhibitor | DNA FID counter | HCV NS3 hel inh | PHOSPHO1 inh | pCIP destab
COC(=O)c1c(C)cc(C)n2c1nc1ccccc12 | 21 | 4 | 112 | 15* | -4.3 | 6 | 8 | 5 | -4
CC1=C(C(=O)OCCc2ccccc2)C(c2ccsc2)NC(=O)N1C (stereo unspecified) | -7 | 3 | 95 | -1.4 | -0.9 | -26 | -14 | -3 | -6
COc1ccc2ccccc2c1C(=O)/C=C\c1ccoc1 | 37 | 5 | 100 | -1.6 | 6.6* | -20 | 55* | -13 | 1
O=C(NCc1ccccc1)C(c1ccccc1F)N(C(=O)c1csnn1)C1CCCC1 (stereo unspecified) | -3 | 3 | 101 | -2.4 | -4.8 | -39 | -4 | 4 | 5
Cc1ccc(C(=O)C2OC(=O)C(C)(C)C(=O)C2(C)C)cc1 (stereo unspecified) | 28 | 2 | 98 | -1.2 | -2.8 | -5 | 4 | 3 | -12
CCC1C(=O)N=C(SCC(=O)Nc2ccc(S(N)(=O)=O)cc2)NC1=O (stereo unspecified) | 20 | 6 | 138* | -6.2 | -1.6 | -1 | 9 | 37 | -9
CCOc1ccc(NC(=S)N(CCOC)C(C)c2cccnc2)cc1 (stereo unspecified) | -15 | 1 | 102 | -2.8 | -1.8 | -5 | 11 | -1 | 11
CCOc1ccccc1/C=C/C(=O)c1ccc(Cl)cc1 | 10 | -7 | 99 | -3.3 | -2.2 | -14 | -17 | 6 | -9
CSCC[C@H](NC(=O)[C@@H]1CSC2c3ccccc3C(=O)N21)C(=O)NCc1ccco1 (stereo partly specified) | 5 | -2 | 102 | -0.8 | -1.8 | -26 | 7 | 33 | 8

Screens from PubChem BioAssay.

The list is partial. The share of hits here may be higher or lower than overall.
